Screens (PubChem BioAssay)
Hck Nef HTS – human Hck-Nef kinase inhibition; P08631; Recombinant Hck-YEEI plus Nef, Z-Lyte FRET kinase assay; inhibition, % at 20 µM; actives 0.68% (n = 220,000);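 active = Hck-Nef kinase inhibition above about 50%, limit read from the data; inactive = inhibition below that limit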;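 also: 0% = DMSO with Hck plus Nef and 100% = Hck alone without Nef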
TNF necrop inh – inhibitors of TNF-alpha induced necroptosis in Jurkat FADD-/- cells; AID 463075; actives 0.068% (n = 220,000); Jurkat FADD-/- TNF necroptosis rescue, ATP luminescence, 24 h; 0 = TNF only, 100 = no-TNF cells; activation (protection from cell death), % at 10 µM;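 active = activation, meaning protection from cell death, of at least 50% relative to plate controls; inactive = activation below 50%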;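 also: necroptosis triggered by 40 ng/mL TNF-alpha added together with compound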
EP2 mod – modulates human prostaglandin E2 receptor EP2 signaling; P43116; actives 0.83% (n = 260,000); EP2-expressing cells, cAMP HTRF FRET, PGE2 co-stimulation; AID 940; induction, % at 25 µM;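 active = compounds whose cAMP rise, as percent of the full-agonist control response, exceeds 60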;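 also: rat C6 glioma line stably carrying human EP2 under a CMV promoter; the protocol text gives 20 µM as final concentration; 100% = response of wells given 1 µM PGE2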
Target sequence (P43116 whole entry, looked up): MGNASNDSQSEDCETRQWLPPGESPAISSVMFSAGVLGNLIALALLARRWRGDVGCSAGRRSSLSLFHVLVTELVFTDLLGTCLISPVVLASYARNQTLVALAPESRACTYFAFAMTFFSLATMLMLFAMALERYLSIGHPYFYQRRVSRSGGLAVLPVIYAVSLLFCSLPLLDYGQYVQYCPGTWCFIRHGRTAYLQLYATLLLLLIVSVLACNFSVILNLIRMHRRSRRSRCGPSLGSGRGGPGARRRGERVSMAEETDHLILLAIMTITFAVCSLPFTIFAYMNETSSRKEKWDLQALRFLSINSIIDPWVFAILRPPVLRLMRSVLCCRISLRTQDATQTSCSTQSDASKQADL
zVAD death inh – blocks zVAD induced death of L929 cells; viability rescue, % at 10 µM; L929 zVAD necroptosis rescue, ATP luminescence, 24 h; with zVAD 60 µM; actives 0.38% (n = 220,000);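 active = activation, scaled between plate controls, above about 75%, limit read from the data; inactive = activation under that limit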;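 also: 0% = zVAD with DMSO and 100% = DMSO alone without zVAD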
RBBP9 inh – inhibitors of human serine hydrolase RBBP9; O75884; recombinant RBBP9, FP-Rh probe fluorescence polarization; inhibition, % at 7.94 µM; actives 0.2% (n = 220,000);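 active = inhibition above the campaign mean of all tested compounds plus 3 SD, cut at about 14% in these data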;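 also: plate controls were DMSO wells with RBBP9 for no effect and wells lacking RBBP9 protein for full effect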
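Assay system: recombinant human RBBP9; Reagent: Serine-hydrolase probe FP-Rh, 375 nM pre-mixing; Doses: 7.94 µM single dose, 0.794% DMSO; Incubation: 30 min then 45 min, 25 °C; Detection: fluorescence polarization (mP), excitation 525 nm, emission 598 nm; Evaluation: percent inhibition from mP, scaled between DMSO and no-protein wells.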
Runt-CBFb FRET – blocks binding of human RUNX1 Runt domain to CBFb | AID 1496 | actives 0.46% (n = 220,000) | inhibition, % at 20 µM | Cerulean-Runt/Venus-CBFb FRET ratio 530/480, 1 h | Q01196+Q13951;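 active = inhibition over about 50% at 20 µM in the single-dose screen, limit read from the data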;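 also: 0% = DMSO wells and 100% = excess unlabeled CBFb competitor control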
Target sequence (Q01196 whole entry, looked up, the tested form may be a part): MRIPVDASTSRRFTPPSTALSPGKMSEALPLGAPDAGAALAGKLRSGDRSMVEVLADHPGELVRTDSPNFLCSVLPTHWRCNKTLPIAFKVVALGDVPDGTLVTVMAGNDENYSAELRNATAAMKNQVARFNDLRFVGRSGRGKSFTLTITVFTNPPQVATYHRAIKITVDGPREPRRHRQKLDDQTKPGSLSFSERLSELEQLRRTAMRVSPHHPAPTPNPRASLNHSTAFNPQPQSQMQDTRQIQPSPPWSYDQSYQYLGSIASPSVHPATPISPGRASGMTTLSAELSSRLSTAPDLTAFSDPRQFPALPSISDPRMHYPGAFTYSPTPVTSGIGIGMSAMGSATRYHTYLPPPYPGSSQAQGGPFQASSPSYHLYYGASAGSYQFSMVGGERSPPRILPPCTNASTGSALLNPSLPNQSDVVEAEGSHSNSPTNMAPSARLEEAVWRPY
Target sequence (Q13951 whole entry, looked up, the tested form may be a part): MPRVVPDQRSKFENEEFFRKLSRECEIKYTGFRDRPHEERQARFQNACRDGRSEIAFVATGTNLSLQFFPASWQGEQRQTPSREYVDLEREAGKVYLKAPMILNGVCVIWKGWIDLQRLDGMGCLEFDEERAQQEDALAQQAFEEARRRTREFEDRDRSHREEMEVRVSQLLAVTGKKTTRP
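Measured by: fluorescence energy transfer, 422 nm excitation, 530/480 nm emission; test system: Cerulean-tagged RUNX1 Runt domain (FRET donor) fusion protein; buffer or medium: Tris pH 7.5 buffer with BSA; compound: one dose, 20 µM compound, 1% DMSO; times: two 1 h room-temperature incubations shielded from light; benchmarks: unlabeled CBFb 5 µM, positive control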
PERK inh – blocks human PERK kinase. CHO PERK-DD fusion, SEAP luminescence translation reporter. Q9NZJ5. AID 1416. actives 0.17% (n = 220,000). inhibition, % at 5.6 µM;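 active = inhibition above the mean inhibition of all tested compounds plus 3 SD, set separately per screening campaign, cut at about 2.9% in these data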;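 also: PERK kinase domain activated by AP20187 dimerizer at 100 nM; 0% = DMSO with dimerizer and 100% = rapamycin at 8.4 µM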
PGE2 EP2 inh – blocks the human prostaglandin E2 receptor EP2. P43116. C6 glioma cells expressing human EP2, cAMP TR-FRET; cells stimulated with saturating PGE2. inhibition, % at 25 µM. actives 0.52% (n = 260,000). AID 1422;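 active = percent inhibition above 40 after rounding to a whole number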;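 also: rat C6 glioma host cells with rolipram phosphodiesterase inhibitor present; the protocol text gives 20 µM as final concentration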
Runt-SMMHC FRET – Runt domain-CBFb-SMMHC interaction inhibition. Cerulean-Runt/Venus-CBFb-SMMHC FRET ratio 530/480, 1 h. inhibition, % at 20 µM. AID 1434. actives 0.74% (n = 220,000). Q01196+Q13951;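 active = mean inhibition across duplicate retests at 20 µM reaching about 50%, limit read from the data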;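 also: 0% = DMSO wells and 100% = wells with excess untagged CBFb-SMMHC; inhibitors lower the FRET ratio by blocking Runt binding to CBFb-SMMHC; some results filed as inactive read as strong as hits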
* hit, by the source's call; · = not tested or not shown. These rows are one share of the data; count on the stated rates, not on these rows.

cpd	compound	Hck Nef HTS	TNF necrop inh	EP2 mod	zVAD death inh	RBBP9 inh
1	CCCCCNc1c(C(=O)OCC)c(=O)[nH]c2ccccc12	-1	-2.1	9	3.0	-3
2	CCOc1ccc2nc(NC(=S)N(C)C)sc2c1	1	-2.3	-24	-0.4	-5
3	O=C(CN1C(=O)C2C3C=CC(C3)C2C1=O)Nc1ccc2c(c1)OCCO2 (stereo not drawn)	6	0.5	-3	0.1	-8
4	Cc1cc(CNC(=O)COc2ccc([N+](=O)[O-])cc2)c2ccccc2n1	11	1.6	-12	2.5	-4
5	CC(Oc1ccc(Cl)cc1)C(=O)NCCCn1ccnc1 (stereo not drawn)	2	0.4	7	-0.7	2
6	COc1ccc(C(=O)CCC(=O)O)cc1	18	2.4	-6	-0.1	-1
7	CC1(O)CC(c2ccc(Cl)cc2)=NN1C(=O)c1ccc([N+](=O)[O-])cc1 (stereo not drawn)	19	10	-46	42	-4
8	CCOc1cc(/C=C2\SC(=Nc3ccccc3)N(c3ccccc3)C2=O)ccc1OCC(=O)O	2	0.8	49	0.8	-6
9	O=C(Nn1c(C2CCCCC2)nc2ccccc2c1=O)c1ccc(Cl)c([N+](=O)[O-])c1	2	1.7	-1	-1.1	-8
10	O=C(CCc1nnc(-c2ccsc2)o1)N1CCCCC1CCn1ccnc1 (stereo not drawn)	-2	0.7	14	1.3	-2
11	O=C(NC1CCCCC1)C(c1ccccc1)N(Cc1ccco1)C(=O)Cn1cnc2ccccc21 (stereo not drawn)	1	-1.1	-13	-0.9	-13
12	NC1=C([N+](=O)[O-])C(c2ccc(F)cc2)C2=C(CCCC2=O)O1 (stereo not drawn)	2	0.3	28	-0.4	-9
13	COC(=O)c1cn(C(=O)OC)c2ccccc12	1	-2.0	10	0.1	7
14	O=C(O)c1cccc(NS(=O)(=O)c2ccc(Cl)c(C(=O)O)c2)c1	1	-1.7	56	-0.3	-5
15	CCC(C(=O)OC)n1cnc2c(cnn2-c2ccc(Cl)cc2)c1=O (stereo not drawn)	-1	-6.3	-16	-0.1	-1

cpd	Runt-CBFb FRET	PERK inh	PGE2 EP2 inh	Runt-SMMHC FRET
1	-3	0.0	7	0
2	47	-0.9	4	24
3	-3	1.7	20	-2
4	1	0.1	4	-1
5	1	0.1	10	21
6	1	1.0	11	0
7	-1	0.0	7	-2
8	-2	1.7	14	-13
9	0	0.5	5	5
10	2	-0.4	4	-2
11	-4	-1.5	9	4
12	4	0.7	6	6
13	2	1.7	7	4
14	-1	2.6	6	-2
15	-1	2.1	23	-31

Next records:
cpd	compound	Hck Nef HTS	TNF necrop inh	EP2 mod	zVAD death inh	RBBP9 inh
16	CCC(=O)Nc1ccc(C(=O)CSc2nc(N)cc(N)n2)cc1	21	0.2	-4	-0.2	-5
17	CC(C)c1c(C#N)c(N)nc(SCC(=O)c2cc3ccccc3oc2=O)c1C#N	3	0.5	0	1.8	2
18	Clc1ccc(-c2csc(N3CCc4ccccc4C3)n2)cc1	-1	-1.0	6	0.3	-3
19	O=c1[nH]c2ccccc2nc1C(F)(F)F	14	-0.6	14	0.4	-3
20	CC(C)c1ccccc1-n1c(SCC(=O)N2CCN(c3ccccc3)CC2)nnc1-c1cccnc1	1	-1.1	11	-0.2	-1
21	O=C(NNC(=S)NC(=O)c1ccccc1[N+](=O)[O-])c1ccccc1[N+](=O)[O-]	-1	-1.0	4	-0.2	-5
22	COC(=O)c1nc2n(n1)C(c1cccc(Cl)c1)C1=C(CCCC1=O)N2 (stereo not drawn)	3	-2.1	13	0.0	10
23	O=C(CN1CCCCC1)N1c2ccccc2Oc2ccccc21	-21	1.5	22	1.7	0
24	O=C(CSc1ncnc2nc[nH]c12)NCCc1ccccc1	-1	-1.9	6	0.1	-4
25	CC1C/C(=N\NC(=O)c2ccc([N+](=O)[O-])cc2)CC(C)(C)C1 (stereo not drawn)	8	0.0	0	-0.6	-4
26	c1ccc(Cn2nnc3c(N4CCOCC4)ncnc32)cc1	22	0.8	1	-0.2	-1
27	Cc1cccc2cc(/C=N/NC(=O)CN3CCCCC3)c(Cl)nc12	1	1.5	-34	6.0	-10
28	COc1nc(N(C)S(=O)(=O)c2ccc(C)cc2)nc(C)c1Cl	-4	1.9	40	0.6	1
29	Cc1ccccc1NC(=O)CNc1ccc(Cl)c(C(F)(F)F)c1	2	2.7	4	1.0	-1
30	O=C(NCc1ccco1)c1ccc(-c2cccc(Cl)c2)o1	20	1.9	-26	1.9	4

cpd	Runt-CBFb FRET	PERK inh	PGE2 EP2 inh	Runt-SMMHC FRET
16	1	1.1	6	-3
17	0	1.0	27	-1
18	1	1.0	20	5
19	3	0.9	6	8
20	-9	-0.1	-2	-7
21	3	-0.2	-1	2
22	2	1.0	11	2
23	-1	-0.4	10	3
24	-2	0.5	13	0
25	-1	1.1	3	1
26	2	0.5	8	-2
27	·	0.2	4	0
28	0	0.2	6	-1
29	-4	1.2	9	7
30	10	1.0	9	2

Remaining list, next part.
cpd	compound	Hck Nef HTS	TNF necrop inh	EP2 mod	zVAD death inh	RBBP9 inh
31	Cc1cc2nc(SCC(=O)Nc3ccccc3C(=O)O)[nH]c2cc1C	18	0.3	-13	-1.2	-3
32	Cc1ccc2nc(SCC(=O)NC3CCCc4ccccc43)[nH]c2c1 (stereo not drawn)	3	-1.1	-9	1.8	-7
33	CCC(=O)Nc1c(C(=O)Nc2cccc(OC)c2)oc2ccccc12	4	0.4	16	1.2	-6
34	COc1cc(S(=O)(=O)N2CCC(c3nc4ccccc4s3)CC2)ccc1S(=O)(=O)N1CC(C)CC(C)C1 (stereo not drawn)	16	-1.0	16	0.3	-3
35	CNC(=O)/C(C#N)=C/c1cccc(Oc2ccccc2)c1	32	-6.9	-12	0.7	2
36	S=C(NCC1CCCO1)Nc1ccccc1Cl (stereo not drawn)	2	-1.1	17	-0.3	-5
37	CCc1cc2cc3c(cc2nc1SCC(=O)OC(C)C)OCO3	-8	1.4	81*	0.2	-8
38	COc1cccc(C(=O)Nc2nc(-c3ccc4c(c3)OCO4)cs2)c1	4	0.1	-55	1.0	-18
39	NC(=O)C(=CNc1nc(-c2ccc(Cl)c(Cl)c2)cs1)C(N)=O	2	-8.8	-1	1.6	6
40	O=C(/C=C/c1cccc([N+](=O)[O-])c1)N1CCN(C(=O)c2ccco2)CC1	3	0.2	7	-0.8	-3
41	O=C(Cn1cc([N+](=O)[O-])cn1)Nc1nc2ccccc2s1	0	-0.7	-6	0.2	-3
42	O=C1C2C3C=CC(C3)C2C(=O)N1c1n[nH]c(-c2ccccc2)n1 (stereo not drawn)	5	0.3	13	0.4	-2
43	COc1ccc(-c2noc(CCN3C(=O)c4ccccc4C3=O)n2)cc1OC	1	-0.6	19	0.3	-2
44	Cc1cc(NC(=S)NC(=O)/C=C/c2ccc(S(=O)(=O)N3CCOCC3)cc2)ccc1Br	5	-4.0	-1	0.0	-3
45	COc1ccc(NC(=O)Nc2nnc(C(C)(C)C)s2)cc1	9	1.2	-27	74	4

cpd	Runt-CBFb FRET	PERK inh	PGE2 EP2 inh	Runt-SMMHC FRET
31	0	1.1	6	-1
32	0	0.1	5	-1
33	-2	-0.3	3	3
34	2	-0.6	3	4
35	2	0.8	12	4
36	-2	0.7	4	3
37	-2	0.4	2	-1
38	0	1.3	19	5
39	23	1.3	7	16
40	-4	0.1	12	1
41	0	1.0	13	0
42	0	0.6	2	-2
43	0	-0.2	6	3
44	-3	1.6	12	1
45	0	-0.1	5	-3

2 compounds drawn at random from those above:
cpd	compound	Hck Nef HTS	TNF necrop inh	EP2 mod	zVAD death inh	RBBP9 inh
38	COc1cccc(C(=O)Nc2nc(-c3ccc4c(c3)OCO4)cs2)c1	4	0.1	-55	1.0	-18
42	O=C1C2C3C=CC(C3)C2C(=O)N1c1n[nH]c(-c2ccccc2)n1 (stereo not drawn)	5	0.3	13	0.4	-2

cpd	Runt-CBFb FRET	PERK inh	PGE2 EP2 inh	Runt-SMMHC FRET
38	0	1.3	19	5
42	0	0.6	2	-2

Complete entries as entered above.
Record of `O=C(/C=C/c1cccc([N+](=O)[O-])c1)N1CCN(C(=O)c2ccco2)CC1` : Hck Nef HTS = 3; TNF necrop inh = 0.2; EP2 mod = 7; zVAD death inh = -0.8; RBBP9 inh = -3; Runt-CBFb FRET = -4; PERK inh = 0.1; PGE2 EP2 inh = 12; Runt-SMMHC FRET = 1
Record of `Cc1cc2nc(SCC(=O)Nc3ccccc3C(=O)O)[nH]c2cc1C` : Hck Nef HTS = 18; TNF necrop inh = 0.3; EP2 mod = -13; zVAD death inh = -1.2; RBBP9 inh = -3; Runt-CBFb FRET = 0; PERK inh = 1.1; PGE2 EP2 inh = 6; Runt-SMMHC FRET = -1
Record of `O=C1C2C3C=CC(C3)C2C(=O)N1c1n[nH]c(-c2ccccc2)n1` (stereo not drawn) : Hck Nef HTS = 5; TNF necrop inh = 0.3; EP2 mod = 13; zVAD death inh = 0.4; RBBP9 inh = -2; Runt-CBFb FRET = 0; PERK inh = 0.6; PGE2 EP2 inh = 2; Runt-SMMHC FRET = -2

Continuation:
cpd	compound	Hck Nef HTS	TNF necrop inh	EP2 mod	zVAD death inh	RBBP9 inh
46	CC1CCN(Cc2nnnn2-c2ccc(Cl)cc2)CC1	2	2.7	9	0.8	0
47	O=C(Nc1ccccc1)c1cc2ccccc2o1	8	-6.3	-10	-0.7	-12
48	O=C(NC(=S)NCc1cccnc1)c1cccc2ccccc12	17	0.5	-43	0.5	8
49	COc1cc(C(F)(F)F)c(C(=O)NCc2cccc(Cl)c2)cn1	5	-0.3	-22	0.7	0
50	NNC(=O)CN1C(c2ccccc2)=Nc2ccc(Br)cc2C1c1ccccc1 (stereo not drawn)	25	-0.7	-16	0.7	-14
51	Cc1nc(/N=C\N(C)C)sc1C(=O)Nc1ccccc1	2	-1.6	-1	0.0	-1
52	O=C(COc1ccccc1)NC(=S)Nc1cccc([N+](=O)[O-])c1	5	1.0	-13	0.5	-6
53	COC(=O)c1c(-c2ccccc2)noc1C	9	0.9	13	1.4	-5
54	O=C(CCSCc1ccc(Cl)cc1)NCc1cccs1	-31	5.9	-23	0.1	-11
55	CC1(C)CC(=O)C2=C(C1)Nc1ccccc1[S@]2=O	-14	1.8	2	-0.3	-8

cpd	Runt-CBFb FRET	PERK inh	PGE2 EP2 inh	Runt-SMMHC FRET
46	0	1.3	6	-2
47	-3	-0.5	11	5
48	0	0.4	1	0
49	-3	-0.1	15	2
50	-2	0.7	6	-2
51	0	1.3	4	-2
52	5	0.8	5	-3
53	0	0.3	4	-1
54	0	1.2	9	0
55	0	1.3	9	-3
